Screens from PubChem BioAssay.
GLD-1 RNA inh: GLD-1/TGE RNA complex disruptors, primary screen, biochemical, fluorescence polarization | Female germline-specific tumor suppressor gld-1 (Caenorhabditis elegans), Q17339 | inhibition, % at 5.96 µM | 0.44% of 320,000 active | purified GLD-1 + fluorescein TGE RNA;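 active = percent inhibition above a per-plate cutoff, the plate mean of test compounds plus 3 SD, cut at about 30% in these data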;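 note: 0% = DMSO wells with GLD-1 and probe and 100% = wells lacking GLD-1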
AGP1 TOR yeast: modulators of AGP1-GFP expression in yeast TOR pathway, primary screen, cell-based, multiplex flow cytometry, S. cerevisiae, MLPCN library; 3 h; GFP as percent of DMSO wells; GFP response vs DMSO, % at 10 µM; 0.02% of 320,000 active; AID 2066, 2009;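 active = GFP response relative to DMSO above a set limit, near screen average plus 3 SD, cut at about 150% in these data; inconclusive = fewer than 70 cells counted for the yeast strain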;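 note: median GFP channel fluorescence of the gated AGP1 strain per well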
GRK2 aptamer HTS: compounds blocking aptamer binding on GRK2 – biochemical, human GRK2, bead flow cytometry, HTS, primary screen; Beta-adrenergic receptor kinase 1 (Homo sapiens), P25098; FAM-aptamer displacement from GRK2; inhibition of aptamer binding, % at 10 µM; 0.59% of 330,000 active; AID 488847, 2010;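 active = inhibition of aptamer binding above 40%, roughly 3 SD of noise, on plates passing a quality check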;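 note: median bead fluorescence of bound FAM aptamer so fluorescent compounds give negative values; no value below 0 was filed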
CIT2 TOR yeast: modulators of CIT2-GFP expression in yeast, primary screen, S. cerevisiae, GFP fusion, multiplex flow cytometry, MLPCN library; S. cerevisiae CIT2-GFP strain, 3 h; 100 means same as DMSO wells; GFP response vs DMSO, % at 10 µM; 0.065% of 320,000 active;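 active = GFP response relative to DMSO above a set limit, near the screen mean plus 3 SD, cut at about 150% in these data; inconclusive = Fewer than 70 cells measured for a yeast strain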;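 note: ratio of well median GFP fluorescence to mean of DMSO wells on the plate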
MEX-5 binding: MEX-5 zinc finger RNA-binding disruptors – biochemical, C. elegans, fluorescence polarization, MLPCN library, primary screen | Zinc finger protein mex-5 (Caenorhabditis elegans), Q9XUB2 | MEX-5/FITC-TCR2 RNA binding; hits give low values | activity score (negative = inhibition of binding), % at 10 µM | 0.38% of 300,000 active | AID 1832, 2009;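 active = inhibition past about -25% in most replicates, and total fluorescence under double the plate's negative control median, limit read from the data; inconclusive = replicates evenly split on the limit, or fluorescence at least double controls; inactive = too little inhibition in most replicates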;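 note: 0% = DMSO and -100% = 5 µM competing unlabeled TCR2 RNA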
Target sequence (Q9XUB2 whole entry, looked up): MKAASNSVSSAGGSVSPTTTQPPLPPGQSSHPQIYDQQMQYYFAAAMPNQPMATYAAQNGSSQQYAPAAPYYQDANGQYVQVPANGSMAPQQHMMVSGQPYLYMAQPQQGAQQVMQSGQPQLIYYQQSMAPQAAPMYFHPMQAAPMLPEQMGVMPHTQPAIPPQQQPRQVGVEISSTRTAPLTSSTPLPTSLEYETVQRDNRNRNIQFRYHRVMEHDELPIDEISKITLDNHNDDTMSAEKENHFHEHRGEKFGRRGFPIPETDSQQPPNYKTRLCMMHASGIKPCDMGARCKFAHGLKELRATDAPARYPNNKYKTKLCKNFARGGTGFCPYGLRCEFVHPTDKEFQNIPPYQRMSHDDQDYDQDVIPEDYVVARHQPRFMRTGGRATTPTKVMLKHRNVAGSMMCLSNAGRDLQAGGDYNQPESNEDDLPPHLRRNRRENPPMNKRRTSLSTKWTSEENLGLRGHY
VLA-4 inh: inhibition in human VLA-4 binding assay, primary screen, VLA-4 allosteric modulator project, MLPCN library, flow cytometry, VLA-4 expressing cells. AID 2557, 2010. 0.2% of 330,000 active. inhibition, % (about 7 µM as worked out from the volumes in the protocol). ligand binding flow cytometry; in the data active = inhibition above about 50%
Yeast superoxide: reduction of superoxide in aged yeast, primary screen, HTS. superoxide response (% of plate mean), % at 10 µM. S. cerevisiae aged cells, superoxide DHE fluorescence; hits give low values. 0.18% of 330,000 active. AID 2690, 2010;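 active = superoxide response under a set limit, about three screen SD below normal, cut at about 65% in these data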;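 note: yeast aged for seven days with compound at 30 °C before DHE staining; 100% = average MFI of all compound-treated wells on the plate with controls excluded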
BCLXL inh: inhibitors of human Bcl-xL, primary screen, biochemical, fluorescence polarization, HTS; 0.7% of 320,000 active; inhibition, % at 10.9 µM; GST-Bcl-xL / FITC-Bim BH3 peptide fluorescence polarization; AID 2129, 2009;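 active = inhibition above the mean of all tested compounds plus 3 SD, cutoff set per campaign, cut at about 30% in these data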;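 note: 0% = DMSO wells and 100% = unlabeled Bim-BH3 peptide competitor; inhibitors lower millipolarization by displacing the labeled peptide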
Target sequence (Q07817 whole entry, looked up): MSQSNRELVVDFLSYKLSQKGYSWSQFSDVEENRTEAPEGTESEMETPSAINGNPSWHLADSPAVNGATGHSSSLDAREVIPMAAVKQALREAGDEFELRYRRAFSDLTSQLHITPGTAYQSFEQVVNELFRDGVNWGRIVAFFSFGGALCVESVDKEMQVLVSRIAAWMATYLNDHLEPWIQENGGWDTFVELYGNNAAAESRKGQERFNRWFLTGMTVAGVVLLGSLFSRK
MCL1 BIM primary: inhibitors of MCL1 binding to BIM-BH3, primary screen, biochemical, fluorescence polarization | Induced myeloid leukemia cell differentiation protein Mcl-1 (Homo sapiens), Q07820 | GST-MCL1 / FITC-Bim-BH3 fluorescence polarization | inhibition, % at 10.9 µM | 0.68% of 320,000 active | AID 2057, 2009;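 active = inhibition above the mean inhibition of all tested compounds plus 3 SD, set per campaign, cut at about 40% in these data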;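 note: 0% = DMSO wells and 100% = unlabeled Bim-BH3 peptide control; higher means more loss of mP so more displacement of Bim peptide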
Target sequence (Q07820 whole entry, looked up): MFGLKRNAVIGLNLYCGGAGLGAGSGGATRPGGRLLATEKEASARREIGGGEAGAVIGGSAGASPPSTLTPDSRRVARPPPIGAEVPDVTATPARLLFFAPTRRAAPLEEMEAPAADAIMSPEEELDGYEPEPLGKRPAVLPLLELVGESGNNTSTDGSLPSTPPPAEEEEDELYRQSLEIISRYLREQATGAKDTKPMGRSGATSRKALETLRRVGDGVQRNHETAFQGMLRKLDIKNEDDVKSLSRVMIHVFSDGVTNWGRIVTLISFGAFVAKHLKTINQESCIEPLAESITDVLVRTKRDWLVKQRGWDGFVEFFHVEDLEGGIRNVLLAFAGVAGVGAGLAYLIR
Numbers without * were called inactive; i = inactive; ? = inconclusive; . = not tested or not shown.

Values run as follows: GLD-1 RNA inh | AGP1 TOR yeast | GRK2 aptamer HTS | CIT2 TOR yeast | MEX-5 binding | VLA-4 inh | Yeast superoxide | BCLXL inh | MCL1 BIM primary
- O=C(NC1CCCCC1)N(Cc1ccc(F)cc1)Cc1nc2ccccc2c(=O)[nH]1
    -3 | 93 | 0 | 94 | -1.3 | 1 | 97 | 3 | 1
- COc1cccc(N(C(=O)c2snc(C(N)=O)c2N)C(C(=O)NCC2CCCO2)c2ccc(F)cc2)c1 (centres undefined)
    6 | 98 | 11 | 100 | 0.3 | 20 | 100 | 3 | -2
- COc1cccc(C2=NOC(C(=O)Nc3cccc(C(C)=O)c3)C2)c1 (centres undefined)
    2 | 96 | 0 | 103 | -3.5 | -7 | 89 | 7 | 9
- O=C(CSCc1ccc(F)cc1)NC1CCCC1
    3 | 104 | 0 | 97 | -4.0 | 3 | 101 | 3 | 6
- Cn1c(=NC(=O)c2ccc3c(c2)OCCO3)sc2cc(S(C)(=O)=O)ccc21
    8 | 97 | 1 | 99 | -1.5 | 5 | 77 | 1 | -6
- N=C1S/C(=C\c2ccccc2)C(=O)N1c1ccc(F)cc1
    12 | 95 | 0 | 102 | -1.1 | 4 | 112 | 7 | 9
- O=C(CSc1nnc(CN2CCOCC2)n1-c1ccc(Cl)cc1)Nc1ccc2c(c1)OCO2
    4 | 100 | 0 | 98 | 2.6 | 5 | 80 | -2 | -6
- COc1ccc(CCN(C)C(=O)CNC(=O)c2ccc3c(c2)OCO3)cc1OC
    . | 92 | 1 | 92 | 3.4 | -4 | 99 | . | .
- O=C(CCCSc1nc2ccccc2[nH]1)NC1CCCCC1
    4 | 97 | 1 | 96 | -1.1 | 12 | 116 | -8 | -12
- COC(=O)C1=C(C)N(C)C(=S)NC1c1cc(OC)ccc1OC (centres undefined)
    7 | 102 | 0 | 94 | 2.5 | 0 | 91 | 0 | 6
- CCS(=O)(=O)c1nc2ccccc2n1Cc1ccccc1Cl
    4 | 99 | 3 | 115 | 0.7 | 1 | 107 | 2 | 0
- CCN(CC)CCCNC(=O)CCC(=O)Nc1ccc2nc(N3CCCCC3)cc(C)c2c1
    8 | 108 | 0 | 108 | -2.3 | 3 | 92 | 4 | 5
- CCC1CCC(N2CCN(c3ccccc3F)CC2)CC1 (centres undefined)
    -3 | 104 | 0 | 102 | 0.3 | 5 | 96 | 3 | -1
- O=C(Cc1cccs1)Nc1nnc(-c2ccc(F)cc2)s1
    -2 | 105 | 0 | 109 | -0.5 | -9 | 96 | 2 | 5
- O=C1CS/C(=N/N=C/c2ccco2)N1Cc1ccc(F)cc1
    2 | 108 | 1 | 107 | . | 9 | 97 | -1 | 4
- CCN(CC(=O)Nc1ccc(OC)cc1)C(=O)CSCC(=O)Nc1ccc(C)cc1
    5 | 94 | 3 | 96 | -3.2 | 1 | 103 | -1 | 3
- COc1ccc(NC(=O)N2CCC(n3cnc4ccccc43)CC2)cc1
    4 | 105 | 0 | 105 | 0.1 | 7 | 81 | 1 | -1
- COc1ccccc1Nc1nc(N)nc(CSCCO)n1
    -1 | 102 | 0 | 108 | -2.5 | -5 | 97 | 1 | 0
- CCOC(=O)Cn1c2c(c(=N)c3c1CCC3)CCC2
    9 | 103 | 0 | 102 | -1.4 | 3 | 115 | 3 | 1
- Cc1c(NC(=O)c2cc(-c3ccccc3O)on2)c(=O)n(-c2ccccc2)n1C
    -4 | 103 | 0 | 111 | -6.5 | 6 | 108 | 3 | 0
- CC(=O)c1ccc(OCCCC(=O)Nc2cccc(S(=O)(=O)N3CCOCC3)c2)cc1
    3 | 96 | 0 | 105 | . | 1 | 107 | . | .
- COc1cc(C(=O)OCC(=O)N(CC(C)C)C2CCS(=O)(=O)C2)ccc1OCC(C)C (centres undefined)
    -2 | 103 | 100* | 94 | 0.8 | 11 | 100 | -2 | -4
- COc1ccc(CCNc2cn[nH]c(=O)c2Cl)cc1OC
    4 | 90 | 0 | 92 | -0.4 | -52 | 110 | 6 | -5
- COc1ccc(NC(=O)CN(C)C(=O)c2cc(-c3cccs3)nn2-c2ccccc2)cc1
    2 | 106 | 0 | 104 | 2.8 | 4 | 98 | -3 | -2
- CC(=O)Nc1ccc(S(=O)(=O)Nc2nc3ccccc3nc2Nc2ccc(N)cc2)cc1
    -84 | 100 | 7 | 100 | -1.1 | -8 | 75 | -21 | -37
- O=C(Nc1ccccc1)N1CCC(c2ccccc2)C1 (centres undefined)
    -8 | 97 | 1 | 96 | 0.3 | 1 | 95 | 8 | 5
- CC(=O)c1c(O)c2ccccc2n(Cc2ccccc2)c1=O
    -6 | 95 | 3 | 98 | -4.2 | -22 | 87 | 7 | 2
- CCc1noc(C)c1C(=O)N1CCCC(CCC(=O)NCc2cccc(OC)c2)C1 (centres undefined)
    0 | 101 | 3 | 99 | 1.8 | 3 | 99 | -3 | -1
- O=C(NCCCN1CCN(c2cccc(Cl)c2)CC1)c1cccc(N2CCCC2=O)c1
    2 | . | 0 | ? | 1.1 | 3 | 108 | 3 | 6
- O=C(COc1ccc(F)cc1)Nc1ccc(S(=O)(=O)Nc2ncccn2)cc1
    -3 | 97 | 0 | 94 | -8.0 | 0 | 110 | -1 | 0
- Cc1ccc(C)c(S(=O)(=O)N2CCN(C(=O)c3ccc4ccccc4n3)CC2)c1
    9 | 99 | 4 | 97 | . | 5 | 95 | 2 | 2
- COc1cc(NC(=O)C2CC2)c(C(=O)O)cc1OC
    6 | 104 | 1 | 97 | 1.6 | 6 | 99 | 5 | 6
- O=C(NCC(=O)N(c1cccc(F)c1)C(C(=O)NC1CCCC1)c1ccco1)c1ccco1 (centres undefined)
    -3 | 96 | 2 | 96 | -0.2 | 5 | 103 | 4 | -6
- CN(Cc1ccccc1)C(=O)CN1C(=O)c2ccccc2C1=O
    6 | 102 | 2 | 104 | 1.1 | 2 | 100 | 3 | -6
- O=C(COC(=O)c1cccs1)c1ccc2ccccc2c1
    8 | 99 | 0 | 94 | 1.2 | 1 | 74 | -1 | 2
- O=C(c1ccc(OC2CCN(Cc3cccc(OCCO)c3)CC2)cc1)N1CCCC1
    3 | 94 | 3 | 100 | 0.6 | -4 | 107 | 3 | -2
- OCc1ccccc1N=c1ssnc1Cl
    -8 | 97 | 0 | 101 | 0.4 | -2 | 95 | 4 | 7
- COc1ccc(-c2oc(=O)c3cc(OC)c(OC)cc3c2/C=C/c2ccc([N+](=O)[O-])cc2)cc1
    -7 | 96 | 0 | 89 | . | -5 | 99 | . | .
- COc1ccccc1OCC(=O)NCCc1nc2ccccc2[nH]1
    0 | 98 | 1 | 98 | 0.9 | -7 | 95 | 5 | 2
- Cc1cccc2cc(CN(Cc3ccc(F)cc3)C(=O)N3CCOCC3)c(=O)[nH]c12
    1 | 106 | 0 | 102 | 2.7 | 6 | 111 | -3 | -6
- CC12c3ccccc3C(c3ccccc31)C1C(=O)N(Cc3cccnc3)C(=O)[C@H]12 (some centres undefined)
    7 | 96 | 1 | 99 | 0.3 | 22 | 100 | 8 | 9
- Cc1ccc(C(CC(=O)N2CCCC2)c2ccccc2)c(O)c1C (centres undefined)
    -4 | 108 | 0 | 105 | 1.7 | -20 | 108 | 4 | 2
- C[C@@H](C(=O)Nc1cccc(S(=O)(=O)N2CCOCC2)c1)N1C(=O)C2CC=CCC2C1=O (some centres undefined)
    -5 | 104 | 1 | 99 | 0.9 | 3 | 104 | 0 | -2
- CC(C)(C)NC(=O)CN(Cc1ccc2c(c1)OCO2)C(=O)CNS(=O)(=O)c1ccc(F)cc1
    -2 | 98 | 2 | 102 | 1.0 | -1 | 101 | 1 | 5
- COc1ccccc1N1CCN(C2CCCN(C(=O)CCC(C)=O)C2)CC1 (centres undefined)
    8 | 97 | 1 | 103 | 0.9 | -13 | 91 | 7 | -12
- Cc1cccc(-n2nc(CC#N)c(C#N)c2N)c1
    -10 | 102 | 0 | 106 | -0.6 | 2 | 101 | 10 | 7
- Cc1cc(C)c(S(=O)(=O)N2CCN(C(=O)c3ccc4c(c3)OCO4)CC2)c(C)c1
    -1 | 99 | 0 | 96 | 2.0 | -16 | 89 | 5 | 7
- CCOC(=O)c1oc2ccccc2c1NC(=O)COc1ccc(F)cc1
    8 | 102 | 2 | 107 | 1.1 | 1 | 94 | -4 | -6
- O=C(NCc1ccco1)c1ccc2c(c1)C(=O)N(C1CCCCC1)C2=O
    6 | 100 | 0 | 106 | -0.1 | 2 | 98 | 0 | -3
- Cc1nc(SCC(=O)c2cccc([N+](=O)[O-])c2)n[nH]1
    -3 | 106 | 3 | 100 | -6.4 | 5 | 104 | 5 | 13
- O=C(CSc1nc2ccccc2c(=O)n1Cc1ccccc1)NCc1ccco1
    2 | 106 | 0 | 102 | 0.9 | 4 | 95 | -2 | 5
- COc1cccc(Nc2cc(N3CCOCC3)c3nonc3c2[N+](=O)[O-])c1
    -2 | 99 | 0 | 96 | -1.9 | -5 | 107 | 7 | 12
- O=C(NCC1CCCO1)c1ccc(CSCc2cccc(F)c2)o1 (centres undefined)
    -4 | 106 | 0 | 96 | 1.8 | 3 | 110 | 1 | -2
- COc1ccc(C(=O)NCCSc2ccc(C)cc2)cc1
    7 | 91 | 15 | 93 | 2.7 | 21 | 116 | -4 | -8
- Cc1nnc(NC(=O)c2ccccc2F)s1
    0 | 102 | 1 | 103 | 0.1 | 9 | 96 | 3 | 1
- COC(=O)c1sccc1NC(=O)Nc1ccc(C)cc1
    . | 87 | 0 | 102 | . | -6 | 116 | . | .
- O=C(N/N=C/c1cc([N+](=O)[O-])ccc1O)Nc1ccccc1
    4 | 95 | 2 | 99 | -1.6 | 12 | 97 | 5 | 8
- Cc1cccc(C)c1NC(=O)COC(=O)c1c(C)nn(-c2ccccc2)c1C
    0 | 99 | 1 | 94 | . | 8 | 108 | -10 | -7
- COc1ccc2cc3cc(C(=O)N4CCN(C5CCCCC5)CC4)oc3nc2c1
    7 | 103 | 2 | 108 | -5.5 | -5 | 85 | 8 | 6
- NC(=O)c1cc[n+](CC(=O)c2ccc(NC(=O)c3ccccc3)cc2)cc1
    6 | 104 | 0 | 101 | 1.8 | 25 | 111 | 4 | 1
- CC1CCc2nn(CC(=O)NC3CCCC(C)C3C)cc2C1 (centres undefined)
    10 | 105 | 3 | 101 | 2.7 | i | 113 | -2 | 1
- Cc1cc(C)cc(SCc2noc(C(=O)NC(C)C)c2C(=O)O)c1
    -1 | 105 | 4 | 101 | 2.5 | 22 | 95 | 6 | 4
- CC(C)CC(NC(=O)c1ccco1)C(=O)Nc1ccc2c(c1)OCCO2 (centres undefined)
    -1 | 105 | 1 | 102 | -2.4 | -19 | 93 | 4 | 4
